LEDGF integ inh – blockers of LEDGF/p75-dependent integrase strand transfer – biochemical, TR-FRET, high throughput, primary screen; HIV-1 integrase (with human LEDGF/p75); TR-FRET IN-LEDGF/p75 DNA integration, Eu/Cy5; inhibition, % at 3.7 µM; 370,000 compounds, 0.64% hits; AID 743269, 2014;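 active means inhibition above the screen-wide mean plus 3 SD, cut at about 13% in these data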;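 further: signal is the Cy5 over europium emission ratio at 671 and 618 nm; 0% = plate median of compound wells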
PRMT1 inh – PRMT1 methyltransferase inhibitors, primary screen, biochemical, fluorescence polarization; Protein arginine N-methyltransferase 1 (Homo sapiens), Q99873; recombinant PRMT1, activity-based probe fluorescence polarization; inhibition, % at 2.79 µM; 370,000 compounds, 1.3% hits; AID 652257, 2013;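 active means inhibition above about 21% made by adding two undisclosed values, limit read from the data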
ABHD4 inh – ABHD4 inhibitors, primary screen, biochemical, fluorescence polarization, mouse; (Lyso)-N-acylphosphatidylethanolamine lipase (Mus musculus), Q8VD66; purified mABHD4, FP-Rh probe fluorescence polarization; inhibition, % at 8.92 µM; 370,000 compounds, 0.54% hits;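 active means inhibition exceeding the mean over every tested compound plus 3 SD, cut at about 30% in these data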;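 further: 0% = plate median of compound wells and 100% = S159A mutant with DMSO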
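System: mouse ABHD4 enzyme, wild type / Medium: HEPES pH 7.0, NaCl, Pluronic buffer / Reagent: FP-Rh activity-based fluorescent probe / Control set: S159A mutant high control, sample median low control / Detection: fluorescence polarization with parallel and perpendicular emission, 525/598 nm / Schedule: 45 min + 60 min at 25 °C / Compound dosing: 8.92 µM, single dose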
PG9 Ab binder – binders of HIV-1 gp120 antibody PG9, primary screen, biochemical, TR-FRET. HIV-1 gp120 / PG9 antibody interaction. TR-FRET gp120-PG9 antibody binding. inhibition, % at 6.7 µM. 360,000 compounds, 0.43% hits; in the data active means inhibition above about 8.5%
UHRF1 binding – UHRF1 methylated DNA binding inhibitors, primary screen, counter-screen for MBD2 inhibitor project, biochemical, TR-FRET, human UHRF1, single concentration; E3 ubiquitin-protein ligase UHRF1 (Homo sapiens), Q96T88; UHRF1 binding to methylated oligo; inhibition, % at 4.4 µM; 370,000 compounds, 0.75% hits; AID 687016, 2013; in the data active means inhibition above about 21%;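 further: UHRF1 SRA domain binding a hemimethylated CpG hairpin DNA probe; 0% = median of test compound wells and 100% = reference inhibitor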
HTRA1 inh – HTRA1 serine protease inhibitors, primary screen, biochemical, fluorescence polarization, HTS | inhibition, % at 5.96 µM | recombinant HTRA1, FP-rhodamine activity-based probe | AID 504803, 2011 | 340,000 compounds, 0.5% hits; in the data active means inhibition above about 36%;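 further: 0% = enzyme with DMSO and 100% = wells lacking enzyme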
Target sequence (Q92743 whole entry, looked up): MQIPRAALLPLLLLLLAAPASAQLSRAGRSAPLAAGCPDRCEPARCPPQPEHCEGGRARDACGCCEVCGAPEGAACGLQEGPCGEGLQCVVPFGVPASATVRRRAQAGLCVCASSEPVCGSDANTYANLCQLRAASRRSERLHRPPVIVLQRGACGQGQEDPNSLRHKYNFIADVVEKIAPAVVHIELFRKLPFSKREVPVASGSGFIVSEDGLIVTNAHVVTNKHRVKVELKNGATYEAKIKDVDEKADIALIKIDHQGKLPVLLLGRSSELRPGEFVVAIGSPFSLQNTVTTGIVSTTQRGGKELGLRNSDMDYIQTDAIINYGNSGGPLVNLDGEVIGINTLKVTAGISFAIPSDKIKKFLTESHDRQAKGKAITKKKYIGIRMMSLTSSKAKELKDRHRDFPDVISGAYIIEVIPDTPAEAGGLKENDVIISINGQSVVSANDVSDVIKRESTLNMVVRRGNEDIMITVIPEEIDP
TDP2 inh – human TDP2 enzyme inhibitors, primary screen, biochemical, epi absorbance, recombinant enzyme; Tyrosyl-DNA phosphodiesterase 2 (Homo sapiens), O95551; T5PNP hydrolysis, p-nitrophenol absorbance 415 nm; inhibition, % at 12.8 µM; 370,000 compounds, 0.34% hits;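 active means inhibition above the mean of all tested compounds plus 3 SD, set per campaign, cut at about 25% in these data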;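 further: 0% = DMSO with enzyme and 100% = buffer with substrate but no TDP2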
Target sequence (O95551 whole entry, looked up): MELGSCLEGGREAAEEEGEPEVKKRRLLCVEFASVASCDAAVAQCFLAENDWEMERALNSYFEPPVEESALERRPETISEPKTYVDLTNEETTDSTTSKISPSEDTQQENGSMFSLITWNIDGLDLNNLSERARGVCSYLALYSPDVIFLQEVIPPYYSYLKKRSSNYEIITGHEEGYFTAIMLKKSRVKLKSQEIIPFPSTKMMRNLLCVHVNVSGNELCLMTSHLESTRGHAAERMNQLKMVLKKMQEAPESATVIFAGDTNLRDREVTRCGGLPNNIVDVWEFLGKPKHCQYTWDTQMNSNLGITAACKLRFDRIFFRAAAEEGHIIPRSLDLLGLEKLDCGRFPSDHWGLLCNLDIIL
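Test system: human TDP2 enzyme; Input: 120 nM TDP2 per well; Buffer or medium: Mg2+-containing Tris-HCl buffer, pH 7.5; Reagent: 5 mM T5PNP; Dosing: 12.8 µM single point, 1% DMSO; Incubation: reaction 2 h, 37 °C; Detection: p-Nitrophenol epi absorbance; Read-out: % inhibition relative to enzyme-containing and enzyme-free wells; Replicates: single well per compound.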
DDE Tn7 FP inh – inhibitors of Tn7 peptide binding to fibrin DD(E), primary screen, biochemical, fluorescence polarization, human fibrin, Tn7 probe; Fibrinogen beta chain (Homo sapiens), P02675; FP displacement of FITC-Tn7 peptide from fibrin DD(E); 0% = median of compound wells per plate; inhibition, % at 8.3 µM; 370,000 compounds, 0.13% hits; AID 720508, 2013;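 active means inhibition above the mean of compounds falling within the control limits plus 3 SD of them, cut at about 14% in these data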;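 further: 0% = plate median of compound wells and 100% = 10 µM Aha-Tn7 peptide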
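Assay system: Human fibrin DD(E) protein | Medium: Tris buffer with calcium and detergent, pH 7.8 | Reagent: 0.1 µM fluorescent Tn7 | Compound dosing: Single point at 8.3 µM | Times: 10 min preincubation, 3 h with tracer, room temperature | Detection: Fluorescence polarization of the labelled Tn7 tracer | Controls: Aha-Tn7 high control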
SIAE inh – human SIAE inhibitors, primary screen, biochemical, fluorescence polarization, FP-Rh probe, 1536-well HTS. AID 1053197, 2014. inhibition, % at 9.66 µM. 370,000 compounds, 0.69% hits. SIAE FP-Rh probe binding. Sialate O-acetylesterase (Homo sapiens), Q9HAT2;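 active means inhibition above a cutoff: mean of compounds within the control limits plus 3 SD of those, cut at about 17% in these data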;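 further: 0% = plate median of compound wells and 100% = probe without SIAE protein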
TCR-CD3 inh – inhibitors of human TCR-CD3 interaction, primary screen, biochemical, fluorescence, TAMRA-labeled TCR probe | T-cell receptor (TCR) | inhibition, % at 9.4 µM | 360,000 compounds, 0.37% hits; in the data active means inhibition above about 19%;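 further: recombinant mutant TCR 2C K166C tagged with TAMRA read by polarization; 0% = receptor in buffer alone and 100% = receptor with positive control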
An asterisk follows results filed as active; . = no result given. Rows were taken by chance, and some 4.2% of all compounds hit somewhere here.

SMILES	LEDGF integ inh	PRMT1 inh	ABHD4 inh	PG9 Ab binder	UHRF1 binding	HTRA1 inh	TDP2 inh	DDE Tn7 FP inh	SIAE inh	TCR-CD3 inh
O=C(CNC(=S)N(CCCN1CCOCC1)Cc1cccs1)NC1CCCCC1	-3.5	-0.9	4.2	0.7	0.7	2.2	-14.1	-2.2	5.8	-2.8
CC1Cc2ccccc2N1C(=O)CSCC(=O)O (centres undefined)	15.9*	-1.0	5.8	-1.1	-0.4	14.5	-2.0	-3.9	-0.4	2.5
CC(C)c1cc(C(=O)N/N=C/c2ccco2)n[nH]1	-1.0	-0.9	1.1	-0.1	-6.0	-0.7	-6.2	1.5	1.4	-0.8
CC(=O)c1ccc(NC(=O)CSc2nnc(Cn3c(=O)sc4ccccc43)n2C)cc1	1.4	4.5	-1.8	-2.6	-1.7	5.8	2.1	5.1	4.4	-6.8
CCC1CCCCN1S(=O)(=O)c1ccc(NC(=O)C2CCCO2)cc1 (centres undefined)	3.8	-0.9	-0.6	0.6	5.2	-6.8	-3.0	2.1	4.1	-6.7
CN1c2ccsc2/C(=N/Nc2ccccc2)CS1(=O)=O	-1.1	38.0*	31.9*	-2.6	23.7*	32.7	3.0	1.9	5.2	-3.8
O=C(Nc1ccc(F)cc1)C(c1cc2ccccc2o1)N1CCN(c2cccc(C(F)(F)F)n2)CC1 (centres undefined)	0.1	0.4	3.1	-0.6	0.7	.	-5.1	5.1	-6.0	4.3
O=C(OCC(=O)N(Cc1ccccc1)Cc1ccccc1)c1ccccc1O	4.0	5.5	-22.9	1.9	1.4	-36.6	-3.6	0.3	12.8	-3.6
CC(=O)Nc1ccc(NC(=O)c2ccc(COc3ccc(C)cc3)o2)cc1	2.1	0.2	-24.7	-1.2	-0.2	-6.5	-15.4	-5.1	-5.0	-10.0
COc1ccc(NC(=S)N(Cc2ccccn2)Cc2ccccc2Cl)cc1	1.9	-1.4	1.2	0.4	2.5	1.9	-5.4	4.6	4.2	1.7
Cc1ccsc1CNC(=O)C1(C)CCN1C(=O)C(C)C (centres undefined)	1.0	-2.9	-7.5	-0.2	0.9	.	3.6	0.5	1.9	-2.7
O=C(CN1C(=O)NC2(CCCC2)C1=O)Nc1nc2c(F)cc(F)cc2s1	-0.6	4.1	-11.1	1.1	0.7	-0.3	6.7	0.9	2.1	1.2
CCCNC(=O)C1(C)CCCN(C(=O)COc2ccc(C(C)(C)C)cc2)C1 (centres undefined)	-0.2	3.5	-3.7	-1.9	3.1	.	5.8	3.2	-4.8	-7.4
COc1ccccc1Nc1nc(N)nc(-c2oc3ccccc3c2C)n1	1.7	1.5	-10.7	7.6	1.1	-10.1	-4.8	-5.0	0.4	-6.1
Cc1ccc(-c2nc(CS(=O)(=O)CC(=O)NCCN3CCOCC3)c(C)o2)cc1	1.8	3.3	-10.2	3.0	1.4	6.7	4.0	1.0	6.5	-10.3
O=C(O)c1cccc(CSc2ncccn2)c1	-3.9	2.0	8.5	-2.2	-0.8	8.1	0.9	0.6	-2.1	-3.9
C/C(=C1/SC(N2CCOCC2)=NC1=O)c1ccc(Br)cc1	1.1	-1.4	-1.3	-0.2	1.5	-0.2	1.2	1.3	-1.1	5.7
Cc1nc(C(=O)N2CCCC(C(=O)c3ccc(Cl)cc3)C2)cs1 (centres undefined)	-0.6	-2.6	-3.4	-1.3	-0.4	1.9	-5.8	-2.4	-2.5	1.6
O=C(NCc1cccnc1)c1cc2nc(-c3cccs3)cc(C(F)(F)Cl)n2n1	-2.3	-0.9	-0.9	-2.2	0.6	-7.3	-0.8	3.0	0.8	3.0
CCOc1cc(CNc2ncnc3nc[nH]c23)ccc1OC	5.1	-5.9	-0.2	0.6	-1.9	1.4	-5.8	0.3	-3.6	6.8
Cc1ccc(C(=O)N/N=C\c2ccc[nH]2)cn1	1.2	3.1	3.6	-0.1	2.7	-0.8	2.4	5.4	-2.0	-2.3
Cc1c(NC(=O)c2ccc(=O)oc2)c(=O)n(-c2ccccc2)n1C	1.8	1.5	13.8	0.4	-4.6	0.2	-3.1	-1.8	3.0	8.2
COc1ccc(S(=O)(=O)NC(=O)C2(C)CCN2C(=O)Cc2ccccc2Cl)cc1OC (centres undefined)	6.5	-0.6	-0.1	-0.7	1.1	.	4.6	-0.5	1.9	8.2
CCOC(=O)C1=NOC(C(=O)Nc2cc(C)cc(C)c2)(C(=O)C2CC2)C1 (centres undefined)	1.7	0.7	-0.3	.	0.2	.	6.7	0.9	1.1	.
CCOc1ccc2nc(NC(=O)Cn3cnc4c3c(=O)n(C)c(=O)n4C)sc2c1	0.0	-2.9	6.3	-3.1	2.8	0.6	-9.1	-4.1	0.8	1.1

Of the compounds above, these have an aryl thioether with sulfur outside any ring:
SMILES	LEDGF integ inh	PRMT1 inh	ABHD4 inh	PG9 Ab binder	UHRF1 binding	HTRA1 inh	TDP2 inh	DDE Tn7 FP inh	SIAE inh	TCR-CD3 inh
CC(=O)c1ccc(NC(=O)CSc2nnc(Cn3c(=O)sc4ccccc43)n2C)cc1	1.4	4.5	-1.8	-2.6	-1.7	5.8	2.1	5.1	4.4	-6.8
O=C(O)c1cccc(CSc2ncccn2)c1	-3.9	2.0	8.5	-2.2	-0.8	8.1	0.9	0.6	-2.1	-3.9

(further entries)
SMILES	LEDGF integ inh	PRMT1 inh	ABHD4 inh	PG9 Ab binder	UHRF1 binding	HTRA1 inh	TDP2 inh	DDE Tn7 FP inh	SIAE inh	TCR-CD3 inh
O=C(Cn1ncc2c(=O)oc3ccccc3c21)NCCc1ccsc1	-0.1	-2.0	-2.3	0.0	-3.8	-3.4	2.7	5.8	3.0	4.1
O=C(NC1CCCC1)C(c1ccsc1)N(Cc1ccco1)C(=O)Cc1cccs1 (centres undefined)	-0.5	1.3	-3.1	-1.7	1.2	-9.0	3.2	-10.0	-2.9	10.0
c1ccc(COc2cccc(CNn3cnnc3)c2)cc1	-0.1	-0.9	-3.2	-1.2	5.7	-0.6	9.2	-5.4	4.3	-1.7
O=S(=O)(NC1CC2CCC1C2)c1ccc2c(c1)OCCO2 (centres undefined)	2.1	-3.3	6.3	-1.2	11.4	-6.8	-0.7	1.4	-2.6	3.8
CC(C)(C)OC(=O)[C@H](CCCCN)NC(=O)c1nc[nH]c1C(=O)NCCCCCN	-1.1	-1.1	1.6	-0.8	2.7	-1.3	5.4	3.3	0.1	3.0
Cc1cc(N)n(Cc2ccc(Cl)cc2)n1	-4.3	12.1	-4.8	0.4	0.0	7.5	-3.2	1.9	-2.5	-6.7
Cc1occc1C(=O)N/N=C/c1cccs1	1.9	-1.2	-5.6	0.6	-2.5	-1.6	-6.0	6.3	2.2	-3.3
COc1ccc(CN(C)C(=O)CC(c2ccccc2)c2ccccc2)cc1	1.6	-3.2	-20.8	0.0	-0.8	-29.2	-31.3	-7.3	-3.2	-6.3
CC(C)C(NC(=O)c1cccc(S(=O)(=O)N2CCOCC2)c1)C(=O)NCc1ccc(Cl)cc1 (centres undefined)	-4.2	-0.1	0.1	0.3	-1.0	-3.2	-9.3	3.0	-6.0	1.0
CC(=O)C1=C(O)C(=O)N(c2ccc(S(N)(=O)=O)cc2)C1c1ccccc1F (centres undefined)	5.0	-3.6	4.7	-1.9	-1.5	-0.5	1.6	1.2	8.2	3.5
O=C(Cn1nnc(-c2cccc(C(F)(F)F)c2)n1)N1CCOCC1	1.8	1.1	-1.6	0.0	-1.5	-1.9	4.5	-3.0	-2.3	2.9
COc1ccc(C(=O)CSc2nc3nn(-c4ccccc4)c(=O)c-3c3n2CCCCC3)c(OC)c1	-1.3	-0.3	2.8	0.2	-1.3	4.9	7.0	-0.3	0.2	-0.9
NC(=O)CSc1nc2cc(S(=O)(=O)N3CCOCC3)ccc2o1	-0.1	12.3	5.2	2.2	4.3	-3.1	3.4	-2.3	-1.1	-2.2
O=C(COC(=O)/C=C/c1ccc2c(c1)OCO2)NCc1ccccc1	1.7	-3.5	-1.9	-0.5	-0.8	3.3	0.2	-2.4	-3.4	2.5
Cc1cc(Br)cn2c(Cc3ccccc3)c(-c3ccc(C#N)cc3)nc12	5.4	4.2	-8.2	2.4	18.7	.	1.3	-2.7	-1.5	-1.2
Oc1ccc(/C=C/c2c(F)cccc2F)c2cccnc12	2.0	-1.5	12.0	.	-8.1	.	9.2	0.2	9.1	.
COC(=O)c1ccccc1NC(=O)CN1CCCCCC1	3.2	0.9	0.4	-1.1	1.2	-0.8	-9.8	-6.2	3.5	5.7
Cc1ccc(CONC(=O)c2ccc(Cl)cc2)cc1	1.1	-3.1	-5.4	2.4	-4.3	-5.6	6.5	1.9	2.7	3.2
COc1ccc(/C(O)=C2/C(=O)C(=O)N(Cc3cccnc3)C2c2ccncc2)cc1F (centres undefined)	2.5	1.7	11.9	1.7	4.6	5.0	2.9	1.6	9.9	-6.0
COc1ccccc1NC(=O)CSC(N)=O	-7.7	81.0*	1.0	-0.2	-0.8	-0.3	-3.1	-1.7	9.1	1.7
Cc1ccc(-c2c(C#N)c(N)nc3c2CCCC3)s1	-0.2	-2.7	-9.4	0.0	5.0	1.6	-10.0	0.2	-4.5	10.5
CCN1/C(=C2/SC(=S)N(C)C2=O)C=Cc2cc(C)ccc21	1.9	-1.6	-2.3	-4.2	1.6	0.4	-12.4	5.0	4.4	1.1
CCOc1ccc(NC(=O)c2ccc(NC(=O)CN3C(=O)C(=O)N(CC(C)C)C3=O)cc2)cc1	-6.1	0.7	2.5	-1.8	3.5	4.5	0.2	5.2	-3.5	-3.1
COc1ccc2cc(C(=O)C3CCCN(C(=O)c4sc(C)nc4C)C3)ccc2c1 (centres undefined)	-0.9	2.4	8.2	1.7	4.1	-4.5	-0.8	1.5	2.6	-0.9
CC(Oc1ccccc1)C(=O)N=C1SC2CS(=O)(=O)CC2N1c1ccccc1 (centres undefined)	0.2	-0.3	5.9	-1.4	2.2	12.7	-0.2	4.2	7.4	-5.3

Compound activity from PubChem BioAssay.
